NLRP3 yeast inh: inhibitors of NALP3 inflammasome in yeast; Yeast reconstituted NLRP3/ASC/caspase-1, beta-gal luminescence, 24 h; inhibition, % at 10 µM; 330,000 compounds, 0.39% hits; AID 2825;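 active = inhibition of 50% or more; inactive = inhibition below 50%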;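 note: plate controls were induced DMSO wells for no effect and uninduced yeast grown without galactose for full effect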
mIAP inh: blocks mouse intestinal alkaline phosphatase; purified mouse IAP, CDP-Star luminescence, 30 min; inhibition, % at 10 µM; 330,000 compounds, 0.2% hits; AID 2806;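 active = inhibition of at least 40% at 10 µM in the primary screen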;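 note: plate controls were DMSO with enzyme for no effect and no enzyme wells for full effect; values of inactives mirror those of a sister screen read the other way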
tim10-1 inh: inhibits growth of tim10-1 mutant yeast | S. cerevisiae tim10-1 ts strain growth, BacTiter-Glo, 24 h | inhibition, % at 20 µM | 330,000 compounds, 2.2% hits | AID 463190;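 active = inhibition of at least 40%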;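 note: mutant grown at 25 °C; 0% = DMSO wells with yeast and 100% = wells holding no yeast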
ATG4B inhibitor: ATG4B (human) cysteine protease inhibition | Q9Y4P1 | ATG4B cleavage of LC3-PLA2, NBD-HPC fluorescence, 1 h | inhibition, % at 8.33 µM | 340,000 compounds, 0.51% hits | AID 504462; in the data active = inhibition above about 40%
hIAP block: human IAP inhibition; P09923; purified IAP, CDP-Star luminescence, 30 min; inhibition, % at 10 µM; 330,000 compounds, 0.12% hits; AID 2544;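 active = inhibition reaching a set limit with compound at 10 µM in the primary screen, cut at about 35% in these data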;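 note: plate controls were DMSO wells with enzyme for no effect and no-enzyme buffer wells for full effect; values of inactives mirror those of a sister screen read the other way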
TIM10 inh: TIM10 yeast growth inhibition | inhibition, % at 10 µM | S. cerevisiae TIM10 strain growth, BacTiter-Glo luminescence, 24 h | 330,000 compounds, 1.4% hits;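 active = inhibition of 40% or more at the single tested concentration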;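 note: wild-type TIM10 isogenic control strain grown at permissive 25 °C; 0% = DMSO yeast wells and 100% = minimal medium wells without yeast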
Apaf1 inhib: human Apaf-1 inhibition | inhibition, % at 20 µM | 330,000 compounds, 0.71% hits | reconstituted apoptosome caspase-3 activity, DEVD-Rh110 fluorescence; active = inhibition of at least 40% at 20 µM;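 note: plate controls were DMSO wells for no effect and DEVD-CHO caspase inhibitor wells for full effect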
Target sequence (O14727 whole entry, looked up): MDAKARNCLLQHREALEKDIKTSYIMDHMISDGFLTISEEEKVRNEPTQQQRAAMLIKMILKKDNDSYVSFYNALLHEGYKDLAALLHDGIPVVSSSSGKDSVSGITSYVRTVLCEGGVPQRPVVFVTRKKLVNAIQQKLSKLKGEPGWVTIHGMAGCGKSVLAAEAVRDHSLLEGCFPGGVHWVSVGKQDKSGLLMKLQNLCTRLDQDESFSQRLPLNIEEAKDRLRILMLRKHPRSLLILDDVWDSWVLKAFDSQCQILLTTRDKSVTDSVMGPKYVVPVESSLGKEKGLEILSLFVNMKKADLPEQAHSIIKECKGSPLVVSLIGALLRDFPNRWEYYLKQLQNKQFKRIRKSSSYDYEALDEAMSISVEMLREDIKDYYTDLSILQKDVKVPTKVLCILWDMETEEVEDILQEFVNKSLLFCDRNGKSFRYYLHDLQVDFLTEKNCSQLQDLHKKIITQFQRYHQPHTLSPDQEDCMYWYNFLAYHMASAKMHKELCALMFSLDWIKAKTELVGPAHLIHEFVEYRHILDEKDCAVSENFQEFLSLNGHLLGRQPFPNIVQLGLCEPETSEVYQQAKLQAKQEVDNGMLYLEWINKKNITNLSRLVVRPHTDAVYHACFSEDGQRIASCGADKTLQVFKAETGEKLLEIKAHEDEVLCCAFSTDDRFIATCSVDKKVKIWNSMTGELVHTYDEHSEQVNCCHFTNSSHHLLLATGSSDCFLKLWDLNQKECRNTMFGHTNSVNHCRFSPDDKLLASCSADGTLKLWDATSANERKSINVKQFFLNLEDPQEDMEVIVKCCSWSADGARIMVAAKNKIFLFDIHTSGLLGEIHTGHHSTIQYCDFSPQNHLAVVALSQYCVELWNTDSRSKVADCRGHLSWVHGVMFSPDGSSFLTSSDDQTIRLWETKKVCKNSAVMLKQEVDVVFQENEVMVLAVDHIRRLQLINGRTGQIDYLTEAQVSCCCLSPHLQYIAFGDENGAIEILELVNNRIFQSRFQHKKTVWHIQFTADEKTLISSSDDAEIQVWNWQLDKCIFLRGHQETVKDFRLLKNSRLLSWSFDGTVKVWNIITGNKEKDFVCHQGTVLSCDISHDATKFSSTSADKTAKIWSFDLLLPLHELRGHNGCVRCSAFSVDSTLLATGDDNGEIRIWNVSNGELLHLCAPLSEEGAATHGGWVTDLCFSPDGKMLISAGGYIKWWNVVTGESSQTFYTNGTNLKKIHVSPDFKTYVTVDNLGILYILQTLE
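Assay system – apoptosome proteins · Medium – Hepes buffer, pH 7.5 · Also added – cytochrome c with DEVD-Rh110 · Timing – 30 min compound preincubation, 50 min activation, room temperature · Detection – Rh110 fluorescence, excitation 480 nm, emission 540 nm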
hIAP activ: human IAP activation | purified human IAP, CDP-Star luminescence, 30 min; active compounds read high; 1 = vehicle-only enzyme, 0 = enzyme-free background | activation factor at 10 µM | 330,000 compounds, 0.16% hits | AID 2524;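 active = activation factor of the enzyme at least 2-fold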; note: the source names both 10 and 20 µM as test concentration; values of inactives mirror those of a sister screen read the other way
mIAP act: increases mouse intestinal alkaline phosphatase activity | 330,000 compounds, 0.24% hits | activation factor at 10 µM | muIAP, CDP-Star luminescence, 30 min; active compounds read high; 1 = vehicle-only enzyme signal, 0 = enzyme-free wells | AID 2805;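 active = activation factor of at least 2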; note: the source names both 10 and 20 µM as test concentration; values of inactives mirror those of a sister screen read the other way
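Assay system: mouse IAP enzyme; Reagent: CDP-Star chemiluminescent phosphatase substrate; Compound: DMSO-dissolved test compounds; Incubation: 30 min, room temperature; Technique: luminescence from enzymatic CDP-Star hydrolysis; Controls: DMSO-only wells and no-enzyme negative control.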
Numbers without * were called inactive.

compound	NLRP3 yeast inh	mIAP inh	tim10-1 inh	ATG4B inhibitor	hIAP block	TIM10 inh	Apaf1 inhib	hIAP activ	mIAP act
Cc1ccc(C)c(NC(=S)N2CCN(c3ccccn3)CC2)c1	3	1	-1	-2	-22	12	-15	1.2	0.99
Cc1c(NS(=O)(=O)c2ccc(S(=O)(=O)c3ccccc3)s2)c(=O)n(-c2ccccc2)n1C	1	-8	14	-9	-6	8	17	1.1	1.1
C[C@H](NC(N)=O)C(=O)OCC(=O)Nc1ccc(OC(F)F)cc1	20	-11	3	-4	-15	5	-4	1.1	1.1
COc1cc(SC)ccc1C(=O)Nc1ccccc1	44	2	2	-2	6	6	-1	0.94	0.98
C/C(=C/C(=O)O)C(=O)Nc1cccc(C(F)(F)F)c1	10	-6	15	-8	1	6	0	0.99	1.1
Cc1cc(Nc2ccccc2)n(-c2ccc(Br)cc2)n1	10	2	10	5	-11	16	4	1.1	0.98
COc1cc(C)c(S(=O)(=O)NOCc2ccc([N+](=O)[O-])cc2)c(C)c1C	23	-4	17	-9	-14	7	14	1.1	1
N#CCC(=O)N/N=C/c1cn(Cc2ccc(Cl)cc2Cl)c2ccccc12	4	2	-5	-13	-6	-12	2	1.1	0.98
O=C(CSc1nc(-c2ccc(Cl)cc2)cs1)Nc1cccc([N+](=O)[O-])c1	29	12	6	6	-4	8	-14	1	0.88
O=C(CCNS(=O)(=O)c1ccc(Br)cc1)NCc1ccc(Cl)cc1	12	3	12	-5	6	0	-5	0.94	0.97
COc1ccc(CNC(=O)C2CC(c3ccc(F)cc3)=NO2)cc1 (centres undefined)	8	-9	-9	-2	22	-10	-5	0.79	1.1
Cn1c(=O)c2c(nc(Oc3ccc(-c4ccccc4)cc3)n2C)n(C)c1=O	30	-5	40*	-5	-9	19	23	1.1	1
O=C(Nc1ccc([N+](=O)[O-])c(NC(=O)C2CCCO2)c1)C1CCCO1 (centres undefined)	-2	12	16	-18	14	4	0	0.86	0.88
CCN(CC)S(=O)(=O)c1ccc(N2CCCCC2)c(C(=O)Nc2ccccc2N2CCOCC2)c1	1	10	27	-7	14	25	12	0.86	0.9
CC(C)NCC1CCc2cc(CO)c([N+](=O)[O-])cc2N1 (centres undefined)	-5	-10	-13	-5	0	3	6	1	1.1

3 compounds out of the list, ordered by molecular weight, high to low.
compound	NLRP3 yeast inh	mIAP inh	tim10-1 inh	ATG4B inhibitor	hIAP block	TIM10 inh	Apaf1 inhib	hIAP activ	mIAP act
O=C(CSc1nc(-c2ccc(Cl)cc2)cs1)Nc1cccc([N+](=O)[O-])c1	29	12	6	6	-4	8	-14	1	0.88
COc1cc(C)c(S(=O)(=O)NOCc2ccc([N+](=O)[O-])cc2)c(C)c1C	23	-4	17	-9	-14	7	14	1.1	1
Cn1c(=O)c2c(nc(Oc3ccc(-c4ccccc4)cc3)n2C)n(C)c1=O	30	-5	40*	-5	-9	19	23	1.1	1

Remaining list, next part
compound	NLRP3 yeast inh	mIAP inh	tim10-1 inh	ATG4B inhibitor	hIAP block	TIM10 inh	Apaf1 inhib	hIAP activ	mIAP act
CS(=O)(=O)N(CC(=O)Nc1ccccc1C(=O)N1CCOCC1)c1cccc([N+](=O)[O-])c1	14	7	5	-6	0	9	-6	1	0.93
COc1cccc(/C=N/N2CCN(C3c4ccccc4-c4ccccc43)CC2)c1O	8	15	0	3	8	13	-10	0.92	0.85
CNNC(=S)Nc1ccc(Cl)cc1	2	7	-5	4	17	1	-5	0.83	0.93
COc1ccc(-c2sc3ccc(OC)cc3c2C#Cc2ccccn2)cc1	8	3	13	-17	-10	2	16	1.1	0.97
c1cncc(C2OCC3(CO2)COC(c2cccnc2)OC3)c1 (centres undefined)	17	-5	-14	7	9	7	-8	0.91	1
CS(=O)(=O)c1ccccc1-c1csc(N2CCC(C(N)=O)CC2)n1	17	23	6	9	8	5	8	0.92	0.77
COC(CNC(=O)Cn1ncc2ccsc2c1=O)OC	-14	5	12	-11	14	4	-40	0.86	0.95
COc1cc(OC)cc(C(=O)NCC(C)NC(=O)c2cc(OC)cc(OC)c2)c1 (centres undefined)	11	4	-20	-8	14	-5	-5	0.86	0.96
CCCCn1nc(C(=O)Nc2cccc(C(=O)NC3CC3)c2)c2ccccc2c1=O	7	9	1	-4	-7	11	8	1.1	0.91
CCC(C(=O)OCC(=O)Nc1c(Cl)cccc1Cl)c1ccccc1 (centres undefined)	9	-13	14	-7	-14	3	9	1.1	1.1
COc1ccc(S(=O)(=O)N[C@@H](CC(C)C)C(=O)O)cc1	11	3	7	-9	3	3	-13	0.97	0.97
CC(Sc1ncnc2sccc12)C(=O)Nc1ccc(S(N)(=O)=O)cc1 (centres undefined)	15	6	8	-6	5	-6	-1	0.95	0.94
COC(=O)N/N=C/c1ccccc1	3	7	16	-11	8	10	-8	0.92	0.93
CN(C)S(=O)(=O)c1cccc(NC(=O)c2ccc(OC(F)(F)F)cc2)c1	8	-1	13	2	9	10	2	0.91	1
O=C(NN=C(Cc1ccccc1)Cc1ccccc1)c1ccccc1O	-5	8	21	4	-6	27	5	1.1	0.92

More entries
compound	NLRP3 yeast inh	mIAP inh	tim10-1 inh	ATG4B inhibitor	hIAP block	TIM10 inh	Apaf1 inhib	hIAP activ	mIAP act
Cc1ccc(C)c(C(C)NC(=O)CC#N)c1 (centres undefined)	-8	7	15	-6	-4	-9	-1	1	0.93
COc1cc(NC(=O)C(=O)N2CCN(C)CC2)c(OC)cc1Cl	9	-8	0	7	-1	5	-14	1	1.1
COc1cc(/C=N/n2nnnc2N)ccc1OC(C)=O	14	-10	-13	-1	2	1	-5	0.98	1.1
COc1ccc(NC(=O)COC(=O)/C=C/c2cnc3ccccc3n2)cc1	20	2	21	-3	-9	16	-14	1.1	0.98
Cc1cc(C)c(N=C2SCC(=O)N2Cc2ccco2)c(C)c1	24	-5	3	-4	4	-24	1	0.95	1.1
O=C(NCCc1ccc(Cl)cc1)C1=CC=CN2CCS(=O)(=O)N=C12	4	14	3	-9	-7	-1	-2	1.1	0.85
CCN1C(=O)[C@H]2[C@@H](c3ccc(Cl)cc3)N3C(=O)CN(Cc4ccccc4)C(=O)[C@@]3(C)[C@H]2C1=O	18	-20	-17	20	-6	-12	7	1.1	1.2
CC(=O)Nc1cccc(-c2nc3ccccc3c(=O)o2)c1	2	0	13	-1	-9	22	8	1.1	1
Cc1nc2nc(SCC(=O)NCc3ccco3)nn2c(C)c1Cc1ccccc1	1	-3	29	5	3	-18	6	0.97	1
CC(C)NC(=O)c1nc2c(nnn2Cc2cccc(Cl)c2)c(=O)[nH]1	19	-7	-1	0	-26	-11	-14	1.3	1.1
CCOC(=O)N1CCN(C(=S)Nc2ccc(C)cc2C)CC1	7	6	15	-8	-1	4	-10	1	0.94
CC[C@@H](C)C(NC(=O)OC(C)(C)C)c1cn([C@@H](Cc2ccc(O)cc2)C(=O)N2CCN(C(=O)OC(C)(C)C)CC2)nn1 (some centres undefined)	7	0	9	-1	-3	8	2	1	1
CSCCC(NS(=O)(=O)c1ccc2c(c1)oc(=O)n2C)C(=O)NC1CCN(Cc2ccccc2)CC1 (centres undefined)	9	1	8	-9	1	10	-9	0.99	0.99
Cc1cccc(C(=O)NCCc2csc(C)n2)c1	8	-6	-22	-4	-10	-4	3	1.1	1.1
S=C(NCCCCc1ccccc1)NCc1ccccc1	28	-18	34	63*	-13	23	5	1.1	1.2

Following part.
compound	NLRP3 yeast inh	mIAP inh	tim10-1 inh	ATG4B inhibitor	hIAP block	TIM10 inh	Apaf1 inhib	hIAP activ	mIAP act
O=C(NCCCn1ccnc1)Nc1ccc(Cl)cc1Cl	15	-9	6	-6	-26	17	1	1.3	1.1
Cc1ccc(C(=O)CC(c2cccs2)S(=O)(=O)c2ccc(C)cc2)cc1 (centres undefined)	9	8	12	3	1	-10	22	0.99	0.92
Cc1nc2scc(C)n2c(=O)c1S(=O)(=O)N1CCN(c2ccc([N+](=O)[O-])cc2)CC1	-7	11	18	-1	8	7	-1	0.92	0.89
O=S(=O)(c1ccc(F)cc1)N1CCn2c(nc3ccccc32)C1	6	-1	-9	-4	8	5	0	0.92	1
COc1ccc(-c2cc(C)nc(SCc3cccc(C(=O)O)c3)n2)cc1	15	-2	-11	10	-14	-18	2	1.1	1
COc1ccc(CN(C(=O)c2cccc(OC)c2)C2CCS(=O)(=O)C2)cc1 (centres undefined)	11	-1	-14	-3	-1	2	-8	1	1
O=[N+]([O-])c1ccc2nnn(O)c2c1	8	-2	-7	36	2	-2	0	0.98	1
CC(C)Cc1cc(CNC(=O)C2CCC(=O)N(Cc3cccc(C(F)(F)F)c3)C2)on1 (centres undefined)	-1	-4	2	8	14	2	6	0.86	1
COc1ccccc1C(=O)NCCSCc1ccccc1Cl	19	0	-8	13	-24	-11	-1	1.2	1
COc1ccc(N2C(=O)C(Cl)=C(N3CCCC3)C2=O)cc1	24	0	11	-6	9	13	15	0.91	0.99
CCOc1ccc(OC(=O)c2cccnc2)cc1	12	-8	14	4	-4	-7	-3	1	1.1
COc1ccc(Cl)cc1NC(=O)COC(=O)C1CCCCC1	10	3	21	-5	10	3	5	0.91	0.97
CN1/C(=C\C(=S)NC(=O)c2ccccc2Cl)C(C)(C)c2ccccc21	24	25	36	49*	-15	40*	23	1.2	0.75
Cc1noc(C)c1S(=O)(=O)N1CCC(C(=O)N2CCN(c3ccccc3Cl)CC2)CC1	5	-11	28	-1	6	28	11	0.94	1.1
CCN(CC(=O)Nc1ccc(C(C)=O)cc1)CC(=O)Nc1ccccc1C(F)(F)F	4	0	22	7	-33	11	3	1.3	1

The listing continues:
compound	NLRP3 yeast inh	mIAP inh	tim10-1 inh	ATG4B inhibitor	hIAP block	TIM10 inh	Apaf1 inhib	hIAP activ	mIAP act
O=S(=O)(Cc1noc(-c2ccc(Cl)cc2)n1)Cc1ccco1	9	14	-1	-1	9	22	-11	0.91	0.86
O=C(CNC(=O)N1CC(=O)Nc2ccccc21)Nc1ccccc1	0	3	1	-4	28	2	-1	0.72	0.97
CCOc1cc(C)nc(Oc2ccc(=O)[nH]n2)n1	7	7	11	-7	7	7	-22	0.93	0.93
CCCC(NCC(O)COc1ccc(-c2ccccc2)cc1)c1ccccc1 (centres undefined)	26	-16	3	-5	-14	-3	24	1.1	1.2
O=c1c2ccccc2nc(SCc2nnc(-c3ccccc3Br)o2)n1Cc1ccco1	17	22	24	13	18	16	2	0.82	0.79
Cc1cc(Nc2cccc(C)c2C)n2nc(C)nc2n1	21	10	12	7	0	1	-4	1	0.9
CC(C)NC(=O)c1cc2ccccc2o1	10	-3	-2	8	-6	11	-3	1.1	1
O=C(COC(=O)c1cc([N+](=O)[O-])ccc1N1CCOCC1)c1ccc(F)cc1	13	6	-13	-9	20	-6	31	0.8	0.94
Cc1cc(C)cc(NC(=S)/C(=C(\[O-])c2ccc(Cl)cc2Cl)[n+]2ccccc2)c1	-5	10	17	3	8	-4	13	0.92	0.9
O=C(NCCSCc1ccco1)c1ccc(CN2CCOCC2)cc1	13	-4	-33	7	-7	-15	-9	1.1	1
Cc1ccc(Cn2c(/C=C/c3ccco3)nc3ccccc32)cc1	14	18	35	8	-1	37	19	1	0.82
CSc1nc(-c2ccccc2)nn1C(=O)c1ccco1	20	8	13	-5	1	9	-3	0.99	0.93
COc1cccc(S(=O)(=O)Nc2ccc3c(c2)OCCO3)c1	11	-5	-26	-1	5	2	7	0.95	1.1
CCOc1ccc(S(=O)(=O)N2CCCC(C(=O)NCC3CCCO3)C2)cc1Cl (centres undefined)	5	-4	10	7	-7	6	11	1.1	1
CC(NC(=O)Nc1ccccc1)C(c1cccs1)N1CCN(c2ccccc2)CC1 (centres undefined)	16	-35	6	10	4	-6	8	0.96	1.4

Bioassay records from PubChem BioAssay.

Compounds as they come (roughly 4.5% active in at least one column).
